CHO parental Ca: signal in parental CHO cells, OX1R antagonist counter-screen; parental CHO-K1, ATP-induced calcium, Fluo-8 fluorescence; AID 463079; inhibition, % at 5.6 µM; 330,000 tested, 0.63% active;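 active means inhibition above that plate's mean sample inhibition plus 3 SD, cut at about 26% in these data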;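 further: 0% = ATP-challenged DMSO wells and 100% = DMSO wells without ATP; some compounds past the cut are filed as inactive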
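Test system: parental CHO cells; detection: calcium-sensitive Fluo-8 fluorescence; evaluation: percent inhibition of calcium signal; also added: ATP as calcium-mobilizing challenge; repeats: one well per compound; control set: ATP-challenged DMSO wells low, unchallenged DMSO wells high; compound: single nominal dose of 5.6 µM per compound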
CHO-K1 Ca PAM: nonselective activator or artifact in parental CHO-K1 calcium assay; 360,000 tested, 0.02% active; ATP EC20, Fluo-8 calcium fluorescence; 0% at ATP EC20, 100% at ATP max; activation, % at 3 µM;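 active means activation above the run cutoff, the mean activation of all test compounds plus 3 SD, cut at about 40% in these data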;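 further: peak over basal fluorescence ratio in a 140 s read after ATP addition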
M1 ag parental: nonselective activator or artifact in parental CHO-K1 cells; Fluo-8 calcium fluorescence; scaled to maximal ATP response, vehicle zero; activation, % at 3 µM; 360,000 tested, 0.48% active; in the data active means activation above about 15%;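 further: untransfected CHO-K1 host cells lacking M1 receptor as counterscreen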
CHO-K1 Ca antag: counter-screen for M1 antagonists: effect in parental CHO-K1 cells; ATP-induced calcium, Fluo-8 fluorescence; inhibition, % at 3 µM; 360,000 tested, 0.6% active;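 active means inhibition above a per-plate cutoff, the plate's mean sample inhibition plus 3 SD, cut at about 24% in these data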;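 further: 0% = DMSO plus EC80 ATP and 100% = DMSO alone without ATP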
CHRM1 agonist: activates human CHRM1 receptor | 360,000 tested, 0.33% active | CHO-K1 hM1, Fluo-8 calcium fluorescence, agonist mode; 0% DMSO, 100% acetylcholine EC100 | P11229 | activation, % at 3 µM;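 active means activation above the run's mean compound activation plus 3 SD, cut at about 16% in these data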;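 further: peak over basal fluorescence ratio within a 140 s kinetic read after compound addition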
Target sequence (P11229 whole entry, looked up): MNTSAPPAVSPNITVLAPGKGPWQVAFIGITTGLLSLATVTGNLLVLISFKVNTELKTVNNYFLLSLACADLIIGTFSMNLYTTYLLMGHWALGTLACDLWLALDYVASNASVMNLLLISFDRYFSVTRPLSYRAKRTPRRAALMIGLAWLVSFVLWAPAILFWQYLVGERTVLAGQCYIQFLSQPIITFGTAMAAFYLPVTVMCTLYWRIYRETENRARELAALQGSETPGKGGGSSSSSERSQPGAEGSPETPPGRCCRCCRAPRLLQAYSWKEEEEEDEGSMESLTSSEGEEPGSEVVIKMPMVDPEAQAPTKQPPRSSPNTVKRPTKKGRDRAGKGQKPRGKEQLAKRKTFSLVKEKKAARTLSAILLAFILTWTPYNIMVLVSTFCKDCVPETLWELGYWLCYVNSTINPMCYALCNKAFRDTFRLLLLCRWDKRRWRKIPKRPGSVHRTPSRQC
TAAR1 antagonist: antagonists of human TAAR1; Q96RJ0; CHO RD-HGA16 TAAR1, Fluo-8 calcium fluorescence, antagonist; inhibition, % at 3 µM; 360,000 tested, 1.5% active; AID 624466;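 active means inhibition above a per-plate cutoff, the mean inhibition of test compounds on that plate plus 3 SD, cut at about 49% in these data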;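 further: 0% = DMSO plus EC80 beta-PEA response and 100% = DMSO alone without agonist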
Target sequence (Q96RJ0 whole entry, looked up): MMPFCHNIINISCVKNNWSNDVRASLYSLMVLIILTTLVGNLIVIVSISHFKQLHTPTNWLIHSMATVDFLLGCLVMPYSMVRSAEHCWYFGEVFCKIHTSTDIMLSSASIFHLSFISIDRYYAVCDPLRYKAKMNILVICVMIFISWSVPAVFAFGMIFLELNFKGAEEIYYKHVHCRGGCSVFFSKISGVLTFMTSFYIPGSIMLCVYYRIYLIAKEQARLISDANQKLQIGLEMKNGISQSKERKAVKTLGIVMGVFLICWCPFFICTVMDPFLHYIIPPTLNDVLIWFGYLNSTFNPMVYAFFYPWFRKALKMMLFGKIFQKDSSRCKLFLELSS
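System: RD-HGA16 CHO cells with stable hTAAR1 and Gα16 | Probe or stimulus: EC80 β-phenethylamine stimulus | Dosing: 3 µM, single point | Times: Dye loading 75 min at 37 °C, then 30 min room temperature | Measured by: Fluo-8 calcium-sensitive fluorescence | Read-out basis: % inhibition of agonist calcium response | Replicates: n of 1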
CHRM1 PAM: positive allosteric modulators of human M1 muscarinic receptor; CHO-K1 hM1, Fluo-8 calcium fluorescence, ACh EC20; 0% = ACh EC20, 100% = maximal ACh; activation, % at 3 µM; 360,000 tested, 0.088% active; P11229; in the data active means activation above about 19%, passing the limit was not always enough
CHRM1 antagonist: blocks human M1 muscarinic receptor; inhibition, % at 3 µM; CHO-K1 hM1, Fluo-8 calcium fluorescence, ACh EC80 antagonist; 360,000 tested, 1.3% active; P11229;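 active means percent inhibition above its own plate's cutoff, namely the mean of that plate's compound wells plus 3 SD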;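 further: peak over basal fluorescence ratio during 140 s after agonist addition; 0% = ACh EC80 plus DMSO and 100% = DMSO alone without agonist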
TAAR1 agonist: human TAAR1 agonism. CHO RD-HGA16 TAAR1, Fluo-8 calcium fluorescence; vehicle wells 0%, saturating PEA agonist 100%. activation, % at 3 µM. 360,000 tested, 0.99% active. AID 624467;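 active means activation above the mean activation of all test compounds in the run plus 3 SD, cut at about 38% in these data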
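System: CHO-derived RD-HGA16 cells with stable Gα16 and human TAAR1 / Times: 17-24 h plating, Fluo-8 75 min 37 °C, 30 min RT / Technique: calcium-sensitive Fluo-8 signal, excitation 470-495, emission 515-575 nm / Measure: % activation relative to PEA EC100 response / Benchmarks: DMSO and PEA EC100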
An asterisk follows results filed as active.

Results for NC(=O)C[C@@H]1NC(=O)CNC(=O)c2cc([N+](=O)[O-])cc(I)c2NCCC(C(N)=O)NC1=O (stereo partly drawn) ?
CHO parental Ca: -3; CHO-K1 Ca PAM: -11; M1 ag parental: -0.2; CHO-K1 Ca antag: 1; CHRM1 agonist: -2; TAAR1 antagonist: -1; CHRM1 PAM: -13; CHRM1 antagonist: 16; TAAR1 agonist: 1

What do the screens show for `Cc1cc(C)cc(OCC(=O)NNC(=O)c2cc(C)[nH]n2)c1`?
CHO parental Ca: 5; CHO-K1 Ca PAM: -8; M1 ag parental: -0.3; CHO-K1 Ca antag: 11; CHRM1 agonist: -1; TAAR1 antagonist: 9; CHRM1 PAM: 9; CHRM1 antagonist: -2; TAAR1 agonist: 1

How did CCCC(=O)Nc1cccc(NC(=O)c2ccc3c(c2)OCO3)c1 do in these assays?
CHO parental Ca: -21; CHO-K1 Ca PAM: 7; M1 ag parental: 1.0; CHO-K1 Ca antag: -4; CHRM1 agonist: 2; TAAR1 antagonist: 6; CHRM1 PAM: 5; CHRM1 antagonist: -6; TAAR1 agonist: 1

Results for COc1ccc(NC(=O)CC2C(=O)N(c3ccc(Cl)cc3)C(=S)N2CCc2ccccn2)cc1 (stereo not drawn) ?
CHO parental Ca: -10; CHO-K1 Ca PAM: 20; M1 ag parental: 11; CHO-K1 Ca antag: 3; CHRM1 agonist: -5; TAAR1 antagonist: 7; CHRM1 PAM: 6; CHRM1 antagonist: -3; TAAR1 agonist: 3

How did COc1ccc(CN(C)C(=O)CCl)cc1 do in these assays?
CHO-K1 Ca PAM: -13; M1 ag parental: -0.4; CHO-K1 Ca antag: 14; CHRM1 agonist: -4; TAAR1 antagonist: -21; CHRM1 PAM: -13; CHRM1 antagonist: 16; TAAR1 agonist: 0

Results for CC(C)c1ccc(NC(=O)Cc2c(C(=O)O)n(C)c3ccccc23)cc1 ?
CHO parental Ca: 1; CHO-K1 Ca PAM: 7; M1 ag parental: 0.7; CHO-K1 Ca antag: -9; CHRM1 agonist: -3; TAAR1 antagonist: 6; CHRM1 PAM: 10; CHRM1 antagonist: -10; TAAR1 agonist: -1

What do the screens show for `COc1cccc(OCC(=O)Nc2cc(Cl)ccc2Oc2ccccc2)c1`?
CHO parental Ca: 40*; CHO-K1 Ca PAM: 11; M1 ag parental: 1.4; CHO-K1 Ca antag: -4; CHRM1 agonist: -8; TAAR1 antagonist: 21; CHRM1 PAM: -15; CHRM1 antagonist: 12; TAAR1 agonist: 4

What do the screens show for `CC(=O)N(C(C)=O)c1c(N2CCCC2)c2ccccc2oc1=O`?
CHO parental Ca: -6; CHO-K1 Ca PAM: -9; M1 ag parental: 0.1; CHO-K1 Ca antag: -19; CHRM1 agonist: -1; TAAR1 antagonist: -2; CHRM1 PAM: 3; CHRM1 antagonist: -1; TAAR1 agonist: 0

How did CC1=C(C(=O)OC(C)C)C(c2ccc(Br)s2)NC(=O)N1 (stereo not drawn) do in these assays?
CHO parental Ca: -28; CHO-K1 Ca PAM: 9; M1 ag parental: 0.7; CHO-K1 Ca antag: -28; CHRM1 agonist: -11; TAAR1 antagonist: -13; CHRM1 PAM: 3; CHRM1 antagonist: -5; TAAR1 agonist: 6

What do the screens show for `O=[N+]([O-])c1cccc(/C(=N/N=C/c2ccccc2Br)C23CN4CN(CN(C4)C2)C3)c1`?
CHO parental Ca: -23; CHO-K1 Ca PAM: 16; M1 ag parental: 0.1; CHO-K1 Ca antag: -16; CHRM1 agonist: -4; TAAR1 antagonist: 3; CHRM1 PAM: -10; CHRM1 antagonist: 43*; TAAR1 agonist: 1

Results for Cc1csc(NC(=O)c2cnccn2)n1 ?
CHO parental Ca: 0; CHO-K1 Ca PAM: 4; M1 ag parental: 1.3; CHO-K1 Ca antag: 2; CHRM1 agonist: -2; TAAR1 antagonist: 9; CHRM1 PAM: 0; CHRM1 antagonist: 10; TAAR1 agonist: 0

What do the screens show for `Cc1oc2cc3oc(=O)c(CCC(=O)NCCCn4ccnc4)c(C)c3cc2c1C`?
CHO parental Ca: -7; CHO-K1 Ca PAM: -2; M1 ag parental: 0.5; CHO-K1 Ca antag: 3; CHRM1 agonist: -12; TAAR1 antagonist: -14; CHRM1 PAM: 8; CHRM1 antagonist: -19; TAAR1 agonist: -2

How did COCc1nc2oc3ccccc3c(=O)c2cc1C(=O)OC do in these assays?
CHO parental Ca: -12; CHO-K1 Ca PAM: 6; M1 ag parental: 0.3; CHO-K1 Ca antag: -8; CHRM1 agonist: -5; TAAR1 antagonist: 5; CHRM1 PAM: 5; CHRM1 antagonist: -7; TAAR1 agonist: 1

Results for CC(C)CSc1ncc(-c2cccc(C(F)(F)F)c2)cn1 ?
CHO parental Ca: -21; CHO-K1 Ca PAM: 12; M1 ag parental: 0.0; CHO-K1 Ca antag: -5; CHRM1 agonist: -1; TAAR1 antagonist: -37; CHRM1 PAM: -1; CHRM1 antagonist: -15; TAAR1 agonist: 10

What do the screens show for `Cc1cnc(C(=O)OCc2ccc(C#N)cc2)cn1`?
CHO parental Ca: 0; CHO-K1 Ca PAM: 10; M1 ag parental: 0.3; CHO-K1 Ca antag: -18; CHRM1 agonist: -3; TAAR1 antagonist: 1; CHRM1 PAM: 1; CHRM1 antagonist: -3; TAAR1 agonist: 2

Results for O=C(CCc1ccc(O)cc1)c1c(O)cc(O)cc1O ?
CHO parental Ca: 12; CHO-K1 Ca PAM: -9; M1 ag parental: 2.9; CHO-K1 Ca antag: 1; CHRM1 agonist: 0; TAAR1 antagonist: 42; CHRM1 PAM: -4; CHRM1 antagonist: 10; TAAR1 agonist: 12

Results for O=C(COC(=O)CNC(=O)c1ccco1)NCCN1C(=O)CSC1=O ?
CHO parental Ca: -10; CHO-K1 Ca PAM: -6; M1 ag parental: -0.2; CHO-K1 Ca antag: 31*; CHRM1 agonist: -2; TAAR1 antagonist: -1; CHRM1 PAM: 5; CHRM1 antagonist: 2; TAAR1 agonist: 14

What do the screens show for `Cc1ccccc1NC(=S)N(CCCN1CCCCC1)Cc1ccco1`?
CHO parental Ca: -13; CHO-K1 Ca PAM: -11; M1 ag parental: 0.1; CHO-K1 Ca antag: 5; CHRM1 agonist: -9; TAAR1 antagonist: 5; CHRM1 PAM: -14; CHRM1 antagonist: 22; TAAR1 agonist: 1

Results for CC(C)Nc1nc(-c2cccnc2)nc(-c2ccc(Cl)cc2)c1C#N ?
CHO parental Ca: -25; CHO-K1 Ca PAM: 7; M1 ag parental: -0.2; CHO-K1 Ca antag: -11; CHRM1 agonist: -2; TAAR1 antagonist: 2; CHRM1 PAM: 9; CHRM1 antagonist: -9; TAAR1 agonist: -1

What do the screens show for `Nc1nc(NCC(=O)O)nc(NC2CCCCC2)c1[N+](=O)[O-]`?
CHO-K1 Ca PAM: 5; M1 ag parental: 0.5; CHO-K1 Ca antag: -11; CHRM1 agonist: -3; TAAR1 antagonist: -8; CHRM1 PAM: 1; CHRM1 antagonist: 2; TAAR1 agonist: 4

How did CC1CCN(S(=O)(=O)c2ccc(N=NC3=C(O)CC(C)(C)CC3=O)cc2)CC1 do in these assays?
CHO parental Ca: -9; CHO-K1 Ca PAM: 10; M1 ag parental: 0.1; CHO-K1 Ca antag: -12; CHRM1 agonist: -9; TAAR1 antagonist: -11; CHRM1 PAM: 1; CHRM1 antagonist: -5; TAAR1 agonist: 1

Results for CCOC(=O)C1(C)CCCN(C(=O)c2ccc3snnc3c2)C1 (stereo not drawn) ?
CHO-K1 Ca PAM: 3; M1 ag parental: 6.0; CHO-K1 Ca antag: 10; CHRM1 agonist: -8; TAAR1 antagonist: -8; CHRM1 PAM: 9; CHRM1 antagonist: -15; TAAR1 agonist: 0

What do the screens show for `Cc1ccc(S(=O)(=O)NN=Cc2cc(Cl)ccc2O)cc1`?
CHO-K1 Ca PAM: 13; M1 ag parental: -0.4; CHO-K1 Ca antag: -10; CHRM1 agonist: 1; TAAR1 antagonist: 7; CHRM1 PAM: 5; CHRM1 antagonist: 3; TAAR1 agonist: 1

Results for Cc1ccc(C)c(OCCCCn2ccnc2)c1 ?
CHO parental Ca: -3; CHO-K1 Ca PAM: 2; M1 ag parental: 1.7; CHO-K1 Ca antag: -13; CHRM1 agonist: -4; TAAR1 antagonist: -22; CHRM1 PAM: -4; CHRM1 antagonist: -10; TAAR1 agonist: 4

What do the screens show for `O=C(O)CC(CC(=O)N1CCOCC1)c1ccccc1` (stereo not drawn)?
CHO parental Ca: 1; CHO-K1 Ca PAM: 3; M1 ag parental: 0.1; CHO-K1 Ca antag: -11; CHRM1 agonist: -5; TAAR1 antagonist: -11; CHRM1 PAM: -1; CHRM1 antagonist: -4; TAAR1 agonist: 1

Results for N#CCC(=O)Nc1ccc(C(=O)NCCc2c[nH]c3ccccc23)cc1 ?
CHO parental Ca: 1; CHO-K1 Ca PAM: 0; M1 ag parental: 0.1; CHO-K1 Ca antag: -26; CHRM1 agonist: -5; TAAR1 antagonist: 5; CHRM1 PAM: 1; CHRM1 antagonist: -1; TAAR1 agonist: -5

Results for CS(=O)(=O)N1CCC(C(=O)Nc2cc(Cl)cc(Cl)c2)CC1 ?
CHO parental Ca: -10; CHO-K1 Ca PAM: 12; M1 ag parental: 1.0; CHO-K1 Ca antag: 3; CHRM1 agonist: -5; TAAR1 antagonist: 1; CHRM1 PAM: 2; CHRM1 antagonist: -5; TAAR1 agonist: 1

How did CC1N/C(=C\C(=O)c2ccccc2)N(O)C1(C)C (stereo not drawn) do in these assays?
CHO parental Ca: 3; CHO-K1 Ca PAM: 15; M1 ag parental: -0.3; CHO-K1 Ca antag: -13; CHRM1 agonist: -3; TAAR1 antagonist: -5; CHRM1 PAM: 5; CHRM1 antagonist: -3; TAAR1 agonist: 6

How did CC(=O)Nc1cccc(NC(=O)CS(=O)(=O)c2cn(CC(=O)N3CCCC3)c3ccccc23)c1 do in these assays?
CHO parental Ca: -6; CHO-K1 Ca PAM: 21; M1 ag parental: 0.8; CHO-K1 Ca antag: -17; CHRM1 agonist: -2; TAAR1 antagonist: -13; CHRM1 PAM: 4; CHRM1 antagonist: -6; TAAR1 agonist: 2

What do the screens show for `COc1ccc(NS(=O)(=O)c2cc(NC(=O)[C@@H](NC(N)=O)C(C)C)ccc2C)cc1`?
CHO parental Ca: -13; CHO-K1 Ca PAM: 14; M1 ag parental: -0.1; CHO-K1 Ca antag: -5; CHRM1 agonist: -2; TAAR1 antagonist: -22; CHRM1 PAM: 12; CHRM1 antagonist: -14; TAAR1 agonist: 11

What do the screens show for `COc1ccc(-c2noc(CCC(=O)NCCCN3CCN(c4ccccc4F)CC3)n2)cc1`?
CHO parental Ca: 10; CHO-K1 Ca PAM: 0; M1 ag parental: 9.0; CHO-K1 Ca antag: 16; CHRM1 agonist: -2; TAAR1 antagonist: 12; CHRM1 PAM: -13; CHRM1 antagonist: 26; TAAR1 agonist: 5
